GDH-TPI counter – counter-screen for M. tuberculosis FBA inhibitors: GDH-TPI coupled enzymes; GDH-TPI coupled enzyme counterscreen, NADH absorbance; 1.2% of 360,000 active; inhibition, % at 4.8 µM;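 note: 0% = DMSO wells and 100% = wells lacking the enzyme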
UGM FP inh – Mtb UDP-galactopyranose mutase inhibition; 0.06% of 320,000 active; inhibition, % at 10 µM; AID 504406; purified UGM, fluorescence polarization probe displacement; in the data active = inhibition above about 10%, passing the limit was not always enough; inconclusive = no clear call, values can overlap the other calls
BoNT F protease – inhibitors of Botulinum neurotoxin F light chain protease; Multiplex microsphere protease cleavage assay, flow cytometry; inhibition, % at 10 µM; 0.22% of 360,000 active; AID 588497; in the data active = inhibition above about 35%, passing the limit was not always enough; inconclusive = no clear call, values can overlap the other calls; note: plate controls were buffer without enzyme for full effect and enzyme alone for no effect
Rv3671c protease – Rv3671c (M. tuberculosis) protease inhibition; 0.048% of 320,000 active; inhibition, % at 5.96 µM; AID 2606; P9WHR9; in the data active = inhibition above about 38%;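 note: extracellular domain of Rv3671c used as enzyme; 0% = enzyme with DMSO and 100% = no enzyme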
Target sequence (P9WHR9 whole entry, looked up, the tested form may be a part): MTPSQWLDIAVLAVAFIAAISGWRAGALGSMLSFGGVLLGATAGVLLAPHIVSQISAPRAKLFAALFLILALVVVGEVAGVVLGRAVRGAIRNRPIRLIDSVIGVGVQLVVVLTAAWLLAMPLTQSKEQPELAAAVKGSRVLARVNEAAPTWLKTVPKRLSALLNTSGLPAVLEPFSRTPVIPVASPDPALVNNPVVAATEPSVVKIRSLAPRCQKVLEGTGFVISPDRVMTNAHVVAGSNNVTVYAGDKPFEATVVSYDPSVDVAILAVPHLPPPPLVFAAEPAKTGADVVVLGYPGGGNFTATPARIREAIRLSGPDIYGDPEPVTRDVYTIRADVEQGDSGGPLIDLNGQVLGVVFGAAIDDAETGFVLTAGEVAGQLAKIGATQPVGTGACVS
VHR inh abs – blocks human VHR1 dual specificity phosphatase; inhibition, % at 13.3 µM; 0.52% of 290,000 active; recombinant VHR phosphatase, pNPP absorbance; in the data active = inhibition above about 50%; note: some compounds called inactive have numbers as strong as hits
Target sequence (P51452 whole entry, looked up): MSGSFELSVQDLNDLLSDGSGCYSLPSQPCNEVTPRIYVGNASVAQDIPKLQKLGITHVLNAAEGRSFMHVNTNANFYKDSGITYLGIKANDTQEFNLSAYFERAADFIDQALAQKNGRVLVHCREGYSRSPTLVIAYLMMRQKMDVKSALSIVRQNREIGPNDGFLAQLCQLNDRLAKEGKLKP
Mtb BioA inh – BioA (M. tuberculosis) enzyme inhibition | purified M. tuberculosis BioA enzyme, plate reader | 0.096% of 360,000 active | inhibition, % at 9.99 µM; in the data active = inhibition above about 40%; inconclusive = no clear call, values can overlap the other calls
CCHF vOTU inh – CCHFV vOTU protease inhibition | Pep-AMC fluorescence | inhibition, % at 11.5 µM | 0.55% of 370,000 active | AID 651958; note: 0% = vehicle wells with enzyme and 100% = no enzyme wells
MazEF act – activators of E. coli MazEF toxin-antitoxin RNase. FAM/BHQ RNA-DNA oligo cleavage fluorescence, 5 h. activation, % at 20 µM. 0.32% of 350,000 active. AID 504720; in the data active = activation above about 50%
Target sequence (P0AE70 whole entry, looked up): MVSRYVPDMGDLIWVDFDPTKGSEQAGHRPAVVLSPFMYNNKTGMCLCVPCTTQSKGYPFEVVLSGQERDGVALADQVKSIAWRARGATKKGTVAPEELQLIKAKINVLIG
Mtb FBA inh – inhibitors of M. tuberculosis fructose-bisphosphate aldolase | P9WQA3 | purified M. tuberculosis FBA, fluorescence read-out | inhibition, % at 1 µM | 2.3% of 360,000 active | AID 588726; in the data active = inhibition above about 27%;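 note: 0% = vehicle and 100% = reference inhibitor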
Target sequence (P9WQA3 whole entry, looked up): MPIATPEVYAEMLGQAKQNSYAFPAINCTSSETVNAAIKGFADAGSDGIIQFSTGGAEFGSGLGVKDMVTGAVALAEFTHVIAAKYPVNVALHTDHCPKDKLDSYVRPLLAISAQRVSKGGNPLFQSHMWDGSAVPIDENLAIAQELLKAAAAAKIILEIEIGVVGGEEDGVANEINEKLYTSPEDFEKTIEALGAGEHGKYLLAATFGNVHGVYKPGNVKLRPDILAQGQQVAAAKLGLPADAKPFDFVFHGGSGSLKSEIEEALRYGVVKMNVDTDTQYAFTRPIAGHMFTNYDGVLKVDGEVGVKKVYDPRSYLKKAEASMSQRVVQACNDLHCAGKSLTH
FadD28 binding – blocks FadD28 binding to the bisubstrate probe | fluorescence polarization | inhibition, % at 12.5 µM | 0.22% of 360,000 active; in the data active = inhibition above about 8.5%, passing the limit was not always enough; inconclusive = no clear call, values can overlap the other calls
* hit, by the source's call; & = joins results of further samples. Cut-off read from the data, not from the text of the source, unless noted: active = inhibition above about 30%; inactive = the rest.

For Cc1ccc(N2C(N)=C(C#N)C(c3ccsc3)C3=C2CC(C)(C)CC3=O)cc1 (stereo not drawn) the results were GDH-TPI counter 12, UGM FP inh 0.0, BoNT F protease -1, Rv3671c protease 0, VHR inh abs 34, Mtb BioA inh -1.1, CCHF vOTU inh 5, MazEF act -21, Mtb FBA inh 0 and FadD28 binding -3.1.
CS(=O)(=O)N1CCN=C1SCc1ccccc1 was read as GDH-TPI counter -6, UGM FP inh 0.5, BoNT F protease 2, Rv3671c protease -10, VHR inh abs 44, Mtb BioA inh 0.6, CCHF vOTU inh 4, MazEF act 6, Mtb FBA inh 2 and FadD28 binding -1.7.
`COC(=O)c1c(-c2cccs2)csc1NC(=O)CN1CCOCC1` gave GDH-TPI counter 10, UGM FP inh 0.0, BoNT F protease 0, Rv3671c protease -3, VHR inh abs -6, Mtb BioA inh 2.4, CCHF vOTU inh 2, MazEF act 0, Mtb FBA inh -3 and FadD28 binding -3.9.
Screening Cc1ccccc1NS(=O)(=O)c1ccc(C(=O)NNC(=O)c2ccccc2O)cc1 returned GDH-TPI counter 15, UGM FP inh 2.2, BoNT F protease -6, Rv3671c protease 6, Mtb BioA inh 1.1, CCHF vOTU inh 1, MazEF act 4, Mtb FBA inh 0 and FadD28 binding -0.8.
`Cc1ccccc1C(=O)NC1CCN(CC(=O)NC2CCCCC2)CC1` gave GDH-TPI counter -7, UGM FP inh -1.0, BoNT F protease 14, Rv3671c protease 10, VHR inh abs 7, Mtb BioA inh -0.6, CCHF vOTU inh -1, MazEF act -4, Mtb FBA inh 0 and FadD28 binding -2.7.
Screening Cc1ccccc1NC(=O)Cc1nnc(NC(=O)Nc2ccccc2F)s1 returned GDH-TPI counter 5, UGM FP inh 2.9, BoNT F protease inconclusive, Rv3671c protease 3, VHR inh abs 12, Mtb BioA inh -0.1, CCHF vOTU inh -4, MazEF act -55, Mtb FBA inh 0 and FadD28 binding -1.1.
COc1ccc(N2CCN(S(=O)(=O)c3ccc4c(c3)N(C(C)=O)CCO4)CC2)cc1 was read as GDH-TPI counter 3, UGM FP inh -1.6, BoNT F protease 1, Rv3671c protease 3, VHR inh abs 4, Mtb BioA inh 0.9, CCHF vOTU inh 2, MazEF act -9, Mtb FBA inh 0 and FadD28 binding -3.3.
For COCc1[nH]c(=S)[nH]c(=O)c1C the results were GDH-TPI counter 13, UGM FP inh 0.9, BoNT F protease inconclusive, Rv3671c protease -1, VHR inh abs 6, Mtb BioA inh -1.0, CCHF vOTU inh -1, MazEF act 16, Mtb FBA inh -1 and FadD28 binding -1.2.
Screening N#CC1(NC(=O)Cn2cc(C(F)(F)F)cc(Cl)c2=O)CCCCC1 returned GDH-TPI counter 17, UGM FP inh -0.7, BoNT F protease 9, Rv3671c protease 2, VHR inh abs 0, Mtb BioA inh 0.4, CCHF vOTU inh -3, MazEF act 3, Mtb FBA inh 6 and FadD28 binding 0.3.
For COCCCn1c(C(=O)N2CC(C)OC(C)C2)cc2c(=O)n3ccccc3nc21 (stereo not drawn) the results were GDH-TPI counter 18, UGM FP inh 0.4, BoNT F protease 6, Rv3671c protease 0, VHR inh abs 31, Mtb BioA inh -0.7, CCHF vOTU inh -359, MazEF act -7, Mtb FBA inh active and FadD28 binding -2.4.
For c1cncc(CSc2nnc3ccc(-c4ccco4)nn23)c1 the results were GDH-TPI counter 10, UGM FP inh 1.4, BoNT F protease 3, Rv3671c protease 5, VHR inh abs 22, Mtb BioA inh -2.6, CCHF vOTU inh -4, MazEF act -3, Mtb FBA inh -1 and FadD28 binding 0.5.
For Cc1ccc(C(=O)O)cc1NC(=S)NC(=O)Cc1ccccc1 the results were GDH-TPI counter 13, UGM FP inh 0.6, BoNT F protease 2, Rv3671c protease 11, VHR inh abs -15, Mtb BioA inh -2.4, CCHF vOTU inh 2, MazEF act -9, Mtb FBA inh -9 and FadD28 binding -3.0.
For Cc1ccc(OC(=O)c2ccc3snnc3c2)cc1 the results were GDH-TPI counter 12, UGM FP inh 0.4, BoNT F protease -10, Rv3671c protease 1, VHR inh abs 34, Mtb BioA inh 0.5, CCHF vOTU inh 16, MazEF act -2, Mtb FBA inh 0 and FadD28 binding 1.6.
Screening CC1Cc2ccccc2N1C(=O)CSc1nnc(-c2ccc(S(=O)(=O)N3CCCC3)cc2)o1 (stereo not drawn) returned GDH-TPI counter -3, UGM FP inh 0.8, BoNT F protease -4, Rv3671c protease 4, VHR inh abs 34, Mtb BioA inh -0.6, CCHF vOTU inh -7, MazEF act -6, Mtb FBA inh 0 and FadD28 binding -3.4.
`CC(C)(C)c1ccccc1OCC(=O)Nc1ccccc1C(=O)NCc1cccnc1` gave GDH-TPI counter 6, UGM FP inh 0.6, BoNT F protease 3, Rv3671c protease -19, VHR inh abs 26, Mtb BioA inh 0.2, CCHF vOTU inh 2, MazEF act 8, Mtb FBA inh 0 and FadD28 binding -3.3.
`COc1ccc(OCC(=O)Nc2ccc(C(=O)Nc3ccccc3C(=O)O)cc2)cc1` gave GDH-TPI counter 3, UGM FP inh 2.0, BoNT F protease 1, Rv3671c protease -30, VHR inh abs -8, Mtb BioA inh 1.1, CCHF vOTU inh 29, MazEF act -1, Mtb FBA inh 1 and FadD28 binding -21.
`CCN1CCC(Nc2ccnc3cc(Cl)ccc23)CC1` gave GDH-TPI counter 20, UGM FP inh -3.8, BoNT F protease -6, Rv3671c protease 8, VHR inh abs -5, Mtb BioA inh -0.3, CCHF vOTU inh 12, MazEF act 9, Mtb FBA inh 6 and FadD28 binding -2.3.
For CCn1c2ccccc2c2cc(NC(=O)CN(C)CC(=O)Nc3ccc(N4CCOCC4)cc3)ccc21 the results were GDH-TPI counter 5, UGM FP inh 0.0, BoNT F protease -8, Rv3671c protease -4, VHR inh abs 32, CCHF vOTU inh -2, MazEF act -4, Mtb FBA inh 0 and FadD28 binding -2.4.
`CCOC(=O)c1cnn(-c2nc(OCC)cc(OCC)n2)c1C` gave GDH-TPI counter 8, UGM FP inh 0.1, BoNT F protease -5, Rv3671c protease 5, VHR inh abs 5, Mtb BioA inh 2.5, CCHF vOTU inh -12, MazEF act 4, Mtb FBA inh 0 and FadD28 binding -1.3.
For CCCC(=O)N(CCN1CCOCC1)c1nc2cc(C)c(C)cc2s1 the results were GDH-TPI counter 0, UGM FP inh -2.5, BoNT F protease -6, Rv3671c protease -5, VHR inh abs -3, Mtb BioA inh -2.1, CCHF vOTU inh -5, MazEF act 3, Mtb FBA inh -2 and FadD28 binding -0.5.
CC1=NNC(=O)C1Cc1ccccc1C (stereo not drawn) was read as GDH-TPI counter 6, UGM FP inh 1.4, BoNT F protease 4, Rv3671c protease -2, VHR inh abs 14, Mtb BioA inh -1.9, CCHF vOTU inh -3, MazEF act 4, Mtb FBA inh 2 and FadD28 binding -0.1.
O=C(C1COc2ccccc2O1)N1CCN(S(=O)(=O)c2cc(F)ccc2F)CC1 (stereo not drawn) was read as GDH-TPI counter 3, UGM FP inh 1.6, BoNT F protease 6, Rv3671c protease -3, Mtb BioA inh 0.2, CCHF vOTU inh -3, MazEF act -2 and Mtb FBA inh -1.
Screening O=S(=O)(NCc1cn2ccccc2n1)c1cc(F)ccc1F returned GDH-TPI counter 3, UGM FP inh 0.6, BoNT F protease 5, Rv3671c protease 1, VHR inh abs 9, Mtb BioA inh -3.2, CCHF vOTU inh 1, MazEF act 2, Mtb FBA inh -3 and FadD28 binding -1.6.
For CC(=O)N/N=C/c1c(C)[nH]n(-c2ccccc2)c1=O the results were GDH-TPI counter 3, UGM FP inh -0.2, BoNT F protease -4, Rv3671c protease -72, VHR inh abs -16, CCHF vOTU inh 26, MazEF act 19, Mtb FBA inh -1 and FadD28 binding -1.1.
`COc1ccc(SCCN2CC[C@@H](C)CCC2=O)cc1` gave GDH-TPI counter 10, UGM FP inh -0.7, BoNT F protease -3, Rv3671c protease -4, Mtb BioA inh 2.0, CCHF vOTU inh -4, MazEF act 2, Mtb FBA inh -1 and FadD28 binding -4.2.
`CCCn1c(=O)c2ccccc2n2c(SCC(=O)N3CCc4ccccc4C3)nnc12` gave GDH-TPI counter -1, UGM FP inh -0.8, BoNT F protease 7, Rv3671c protease -8, VHR inh abs 25, Mtb BioA inh 5.4, CCHF vOTU inh 2, MazEF act -8, Mtb FBA inh -1 and FadD28 binding -1.0.
For O=C(CCN1C(=O)c2ccccc2C1=O)NNC(=O)c1ccc(Cl)cc1Cl the results were GDH-TPI counter -1, UGM FP inh 0.9, BoNT F protease 4, Rv3671c protease -6, VHR inh abs 0, CCHF vOTU inh -9, MazEF act 4, Mtb FBA inh 4 and FadD28 binding -0.2.
COc1ccc(Cl)cc1NC(=O)NCc1ccco1 was read as GDH-TPI counter -7, UGM FP inh 2.2, BoNT F protease -5, Rv3671c protease -4, VHR inh abs 18, CCHF vOTU inh -1, MazEF act 1, Mtb FBA inh -2 and FadD28 binding -4.0.
CC1=CCC2C(=O)N(c3cccc(C(=O)NC(C)c4ccccc4)c3)C(=O)C2C1 (stereo not drawn) was read as GDH-TPI counter 3, UGM FP inh -1.1, BoNT F protease -16, Rv3671c protease -3, VHR inh abs 23, Mtb BioA inh -0.2, CCHF vOTU inh -10, MazEF act 11, Mtb FBA inh 4 and FadD28 binding -1.4.
COC(=O)C[C@H]1c2cc(C(F)(F)F)ccc2S(=O)(=O)N1c1ccc(N(C)C)cc1 was read as GDH-TPI counter 6, UGM FP inh 1.7, BoNT F protease -9, Rv3671c protease -5, Mtb BioA inh -0.4, CCHF vOTU inh -3, MazEF act -6, Mtb FBA inh 0 and FadD28 binding -1.2.
Screening COc1ccc(NC(=O)Nc2ccc3c(c2)C(=O)N([C@@H](C)CO)C[C@@H](C)[C@@H](CN(C)S(=O)(=O)c2cccs2)O3)cc1 returned GDH-TPI counter -5, UGM FP inh 5.6, BoNT F protease 2, Rv3671c protease 8, Mtb BioA inh 0.7&-1.1, CCHF vOTU inh 8, MazEF act 2, Mtb FBA inh 0 and FadD28 binding inconclusive.
For Cc1cc(C(=O)N/N=C/c2cn[nH]c2-c2ccccc2)cs1 the results were GDH-TPI counter 6, UGM FP inh 3.9, BoNT F protease 2, Rv3671c protease 2, VHR inh abs -8, CCHF vOTU inh -19, MazEF act 0, Mtb FBA inh 1 and FadD28 binding 0.2.

A portion taken from the entries so far, as a working copy:
`COc1ccc(OCC(=O)Nc2ccc(C(=O)Nc3ccccc3C(=O)O)cc2)cc1` gave GDH-TPI counter 3, UGM FP inh 2.0, BoNT F protease 1, Rv3671c protease -30, VHR inh abs -8, Mtb BioA inh 1.1, CCHF vOTU inh 29, MazEF act -1, Mtb FBA inh 1 and FadD28 binding -21.
`CCN1CCC(Nc2ccnc3cc(Cl)ccc23)CC1` gave GDH-TPI counter 20, UGM FP inh -3.8, BoNT F protease -6, Rv3671c protease 8, VHR inh abs -5, Mtb BioA inh -0.3, CCHF vOTU inh 12, MazEF act 9, Mtb FBA inh 6 and FadD28 binding -2.3.
For CCn1c2ccccc2c2cc(NC(=O)CN(C)CC(=O)Nc3ccc(N4CCOCC4)cc3)ccc21 the results were GDH-TPI counter 5, UGM FP inh 0.0, BoNT F protease -8, Rv3671c protease -4, VHR inh abs 32, CCHF vOTU inh -2, MazEF act -4, Mtb FBA inh 0 and FadD28 binding -2.4.
`CCOC(=O)c1cnn(-c2nc(OCC)cc(OCC)n2)c1C` gave GDH-TPI counter 8, UGM FP inh 0.1, BoNT F protease -5, Rv3671c protease 5, VHR inh abs 5, Mtb BioA inh 2.5, CCHF vOTU inh -12, MazEF act 4, Mtb FBA inh 0 and FadD28 binding -1.3.
For CCCC(=O)N(CCN1CCOCC1)c1nc2cc(C)c(C)cc2s1 the results were GDH-TPI counter 0, UGM FP inh -2.5, BoNT F protease -6, Rv3671c protease -5, VHR inh abs -3, Mtb BioA inh -2.1, CCHF vOTU inh -5, MazEF act 3, Mtb FBA inh -2 and FadD28 binding -0.5.

Screening results as filed in PubChem.
